PP1 counter: PP1-alpha phosphatase inhibitors, primary screen, counter-screen for PP5 inhibitor project, biochemical, fluorescence, OMFP substrate, single point. AID 2235, 2010. hit rate 0.9% among 320,000. inhibition, % at 6.7 µM. Serine/threonine-protein phosphatase PP1-alpha catalytic subunit (Homo sapiens), P62136. purified PP1alpha;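 active = inhibition above the mean inhibition of all tested compounds plus 3 SD, computed separately for each screening campaign, cut at about 15% in these data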
Target sequence (P62136 whole entry, looked up): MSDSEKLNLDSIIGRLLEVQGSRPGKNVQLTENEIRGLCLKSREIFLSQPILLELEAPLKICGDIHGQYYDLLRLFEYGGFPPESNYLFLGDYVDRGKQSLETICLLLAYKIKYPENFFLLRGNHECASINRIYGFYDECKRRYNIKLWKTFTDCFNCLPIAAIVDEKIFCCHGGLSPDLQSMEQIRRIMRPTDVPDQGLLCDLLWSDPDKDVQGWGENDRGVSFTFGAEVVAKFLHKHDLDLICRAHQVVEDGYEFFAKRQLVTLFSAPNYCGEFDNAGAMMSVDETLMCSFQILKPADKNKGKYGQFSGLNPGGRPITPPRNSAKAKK
core dimer inh: inhibitors of HCV core protein dimerization, primary screen, biochemical, TR-FRET, high-throughput; AID 1899, 2009; inhibition, % at 5 µM; hit rate 0.33% among 300,000; TR-FRET GST/Flag-core106 dimerization, 1536-well;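 active = inhibition above the mean of all tested compounds plus 3 SD, set per screening campaign, cut at about 45% in these data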
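Assay system: tagged HCV core106 pair (GST and Flag); medium: KF-containing HEPES buffer, pH 7.45, DTT, CHAPS, BSA; also added: Eu donor and XL665 acceptor anti-tag antibodies; dosing: 5 µM single dose; timing: compound-protein-antibody incubation 4 h at 22.5 °C; signal: TR-FRET 671 and 617 nm emission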
PREPL inh: PREPL enzyme inhibitors, primary screen, biochemical, fluorescence polarization; Prolyl endopeptidase-like (Homo sapiens), Q4J6C6; recombinant PREPL, fluorescence polarization activity-based probe; inhibition, % at 5.96 µM; AID 2751, 2010; hit rate 0.68% among 320,000; in the data active = inhibition above about 43%;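 also: 0% = enzyme with DMSO and 100% = wells lacking enzyme; many of its hits are not listed in these tables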
Target sequence (Q4J6C6 whole entry, looked up): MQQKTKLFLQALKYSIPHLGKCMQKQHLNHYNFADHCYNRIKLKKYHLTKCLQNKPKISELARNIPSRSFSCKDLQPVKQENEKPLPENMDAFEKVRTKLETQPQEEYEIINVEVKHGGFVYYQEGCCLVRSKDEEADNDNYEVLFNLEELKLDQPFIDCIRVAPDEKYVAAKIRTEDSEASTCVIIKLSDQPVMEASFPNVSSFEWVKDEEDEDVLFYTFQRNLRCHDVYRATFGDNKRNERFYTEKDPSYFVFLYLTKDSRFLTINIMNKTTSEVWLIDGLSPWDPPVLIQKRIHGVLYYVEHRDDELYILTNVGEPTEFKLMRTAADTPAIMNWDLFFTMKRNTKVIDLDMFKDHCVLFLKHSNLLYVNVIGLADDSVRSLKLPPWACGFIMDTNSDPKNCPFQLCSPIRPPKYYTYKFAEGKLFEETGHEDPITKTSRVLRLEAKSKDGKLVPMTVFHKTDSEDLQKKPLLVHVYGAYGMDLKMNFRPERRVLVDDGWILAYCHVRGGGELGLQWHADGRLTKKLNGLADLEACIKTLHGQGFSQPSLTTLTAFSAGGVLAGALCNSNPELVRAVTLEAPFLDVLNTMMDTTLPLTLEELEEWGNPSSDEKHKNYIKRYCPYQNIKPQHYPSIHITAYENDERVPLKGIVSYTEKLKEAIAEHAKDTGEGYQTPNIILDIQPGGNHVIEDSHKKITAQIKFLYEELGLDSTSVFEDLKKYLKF
CTSL1 counter: Fasciola hepatica cathepsin L1 inhibitors, primary screen, counter-screen for PFM18AAP inhibitor project, biochemical, QFRET, fluorogenic peptide substrate; inhibition, % at 5.96 µM; recombinant F. hepatica cathepsin L1, Z-Leu-Arg-MCA fluorescence; hit rate 0.49% among 300,000;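 active = inhibition above the mean of all tested compounds plus 3 SD, set per screening campaign, cut at about 17% in these data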;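 also: 0% = plate median of test compound wells and 100% = 1 µM Z-Phe-Ala-diazomethylketone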
Efflux pump inh: inhibitors of Candida efflux pumps in yeast, primary screen, S. cerevisiae, Nile Red, multiplex. S. cerevisiae Candida pump triplex. inhibition, % at 10 µM. hit rate 0.44% among 330,000;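 active = plate passing quality check with inhibition over a set limit, or well fluorescence over plate mean plus 4 SD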;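 also: Nile Red retained in pooled yeast measured as flow cytometry median fluorescence; 0% = buffer negative control and 100% = Enniatin B positive control; higher means more Nile Red kept so more efflux inhibition; some compounds called inactive have numbers as strong as hits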
ZTA counter: ZTA (EBV) inhibition in EBNA-1 counter-screen | P03206 | ZTA-DNA binding, fluorescence polarization | inhibition, % at 11 µM | hit rate 0.15% among 320,000 | AID 2234; in the data active = inhibition above about 33%
TPT1 inh: Candida albicans TPT1 enzyme inhibitors, primary screen, biochemical, fluorescence polarization. tRNA 2'-phosphotransferase TPT1 (Candida albicans SC5314). recombinant caTPT1, FP RNA substrate dephosphorylation. inhibition, % at 5 µM. hit rate 0.81% among 300,000. AID 1962, 2009;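 active = inhibition above the mean of all tested compounds plus 3 SD, set per screening campaign, cut at about 24% in these data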;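 also: plate controls were DMSO alone for no effect and ferristatin control at 100 nM for full effect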
EBNA-1 inhibitor: EBNA-1 DNA-binding inhibitors, primary screen, biochemical, fluorescence polarization. AID 1950, 2009. inhibition, % at 14.8 µM. hit rate 0.34% among 300,000; in the data active = inhibition above about 28%
PP5 inh: PP5 phosphatase inhibitors, primary screen, biochemical, fluorescence | Serine/threonine-protein phosphatase 5 (Homo sapiens), P53041 | purified PP5c, OMFP substrate fluorescence | inhibition, % at 6.7 µM | hit rate 0.18% among 320,000 | AID 1987, 2009;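 active = inhibition above the campaign's mean inhibition across all tested compounds plus 3 SD, cut at about 9.5% in these data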;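 also: 0% = DMSO only and 100% = 100 µM cantharidin control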
* marks the source's active call; other numbers are inactive results; x = no result given. The list is partial (hit frequency here may not be typical).

mol,PP1 counter,core dimer inh,PREPL inh,CTSL1 counter,Efflux pump inh,ZTA counter,TPT1 inh,EBNA-1 inhibitor,PP5 inh
CCCCOc1ccc(C(=O)Oc2cccnc2)cc1,4,-5,43,0,0.0,5,-3,11,2.8
COCCCn1c(SCC(=O)N2CCCCC2C)nnc1-c1ccco1 (centres undefined),-5,-1,12,-3,0.1,-8,3,4,4.2
CCC(C)(C(=O)NC1CCCC1)N(CC1CCCO1)C(=O)c1ccc2c(c1)OCO2 (centres undefined),-5,-2,14,-1,0.0,-17,0,5,0.6
COc1cccc(NC(=O)C(C)Sc2nnc(C3CC3)n2C2CC2)c1 (centres undefined),-3,x,0,x,-0.1,12,x,x,1.1
COc1ccc(S(=O)(=O)NCC2CCCO2)cc1NC(=O)c1ccccc1F (centres undefined),7,3,8,-6,0.0,5,0,-11,3.1
O=C(CN(Cc1ccccc1Cl)C(=O)CNS(=O)(=O)c1ccc(F)cc1)NCC1CCCO1 (centres undefined),-2,6,-4,0,-0.3,9,-1,-2,2.1
CC(Oc1ccccc1C(N)=O)C(=O)Nc1ccc(S(=O)(=O)N2CCCC2)cc1 (centres undefined),-9,3,-5,-2,0.0,-1,-6,-8,0.4
CN(C)S(=O)(=O)c1ccc(C(=O)N2CC(=O)Nc3ccc(F)cc3C2c2ccc(F)cc2)cc1 (centres undefined),-1,-5,-8,-3,0.2,-6,-3,-5,3.5
O=C(Cc1ccccc1)Nc1ccccc1C(=O)Nc1ccccc1,2,-10,-7,5,-13,-2,-8,8,2.8
COc1cc(C(C)=O)ccc1OCc1nnc(-c2ccccc2Br)o1,3,4,8,1,0.1,-1,1,3,2.9
COC(=O)CSC1=C(C#N)C(c2ccc(Cl)cc2)C(C(=O)OC)C(=O)N1 (centres undefined),1,7,21,11,-0.1,-4,-5,1,-8.0
CCOC(=O)C(N)CSC1CC(=O)N(c2ccc(C(=O)OC)cc2)C1=O (centres undefined),-3,10,-5,-3,-0.1,5,-2,-2,0.6
O=C(O)Cc1sc(Nc2ccccc2)nc1-c1cccs1,-1,4,-6,7,0.2,21,42*,-4,1.6
COC(=O)c1cc(OC)c(OC)cc1NC(=O)CCc1ccc(C)o1,1,0,-10,2,0.0,-14,0,-3,0.7
Cc1nc2oc3c(NCc4ccccc4)ncnc3c2c2c1COC(C)(C)C2,1,5,3,6,0.2,-6,-2,1,2.1
Cc1nnc(NC(=O)C2CCCN(S(=O)(=O)Cc3ccccc3)C2)s1 (centres undefined),3,-9,-1,-1,0.1,1,0,5,-0.6
O=C(CCN1CCN(C(=O)c2ccco2)CC1)Nc1ccc(F)cc1,-4,0,-5,3,0.2,2,1,-3,2.9
CC(=O)OC1CCC2(C)C(CCC3C2CC(OC(C)=O)C2(C)C3C[C@@H]3O[C@]4(CC[C@@H](C)CO4)[C@@H](C)C32)C1 (some centres undefined),2,-8,5,1,0.2,-6,1,-8,0.5
CCOc1ccc(/C=N/NC(=O)CN2CCSCC2)cc1,-1,-1,-3,0,0.0,-4,-2,3,2.0
O=Cc1cn(-c2ccccc2)nc1-c1ccccc1,-1,9,-1,5,0.1,22,2,2,1.8

By substructure, the entries above with two or more sulfur atoms.
mol,PP1 counter,core dimer inh,PREPL inh,CTSL1 counter,Efflux pump inh,ZTA counter,TPT1 inh,EBNA-1 inhibitor,PP5 inh
O=C(O)Cc1sc(Nc2ccccc2)nc1-c1cccs1,-1,4,-6,7,0.2,21,42*,-4,1.6
Cc1nnc(NC(=O)C2CCCN(S(=O)(=O)Cc3ccccc3)C2)s1 (centres undefined),3,-9,-1,-1,0.1,1,0,5,-0.6

(next part)
mol,PP1 counter,core dimer inh,PREPL inh,CTSL1 counter,Efflux pump inh,ZTA counter,TPT1 inh,EBNA-1 inhibitor,PP5 inh
O=C(c1ccccc1NS(=O)(=O)c1ccccc1[N+](=O)[O-])N1CCCC1,-5,-5,3,-4,0.4,2,-1,-5,-0.8
COC(=O)CN(C#N)c1nc(C)cc(C)n1,1,3,-2,8,-0.1,9,-5,-4,0.3
COC(=O)c1ccccc1NC(=O)CSc1ccccn1,-2,0,3,-5,-0.1,-2,2,-9,0.9
O=C(CCN1C(=O)c2ccccc2C1=O)Nc1ccc(-c2nc3ccccc3o2)cc1,-3,-6,-4,-3,0.2,-4,1,-2,2.5
COc1ccc(CCNC(=O)C2CCCN(Cc3nc(-c4ccccc4C)oc3C)C2)cc1OC (centres undefined),-2,3,22,2,-0.1,-1,0,-3,1.7
Cc1csc(NC(=O)c2c(-c3c(Cl)cccc3Cl)noc2C)n1,3,8,-5,1,-0.1,10,2,7,-1.1
CC(=O)N/C(=C/c1ccccc1)c1ccccc1,1,x,2,x,-0.1,-6,x,x,0.5
Cc1cc(-c2ccco2)c(C#N)c2nc3ccccc3n12,3,25,13,4,0.2,12,8,2,2.0
Cc1ccccc1-n1c(SCC(=O)c2cc(C)n(C)c2C)nnc1-c1cccnc1,2,4,3,2,-0.2,11,13,-3,-0.2
Cc1cc(C(=O)NC2CCCCC2)on1,-1,-1,-2,0,-0.1,-1,1,-3,-0.2
Cc1ccc(N2CC(C(=O)Nc3ccccn3)CC2=O)cc1 (centres undefined),-2,-6,2,3,0.1,8,-2,4,1.2
CN1c2ccccc2C(=O)/C(=C\Nc2ccc(F)cc2F)S1(=O)=O,-5,3,0,-4,0.1,-9,5,-8,2.9
Cc1cc(C(=O)NC2CC(C)(C)Cc3c2cnn3-c2cccc(F)c2)n(C)n1 (centres undefined),0,-4,12,3,-0.1,0,-3,-5,-1.0
CN(C(=O)c1cncc(Br)c1)c1c(N)n(Cc2ccccc2)c(=O)[nH]c1=O,-2,-3,-2,1,0.1,0,0,-10,-0.3
CC(C(=O)N1CCC(C(N)=O)CC1)N(c1ccc(Oc2ccccc2)cc1)S(C)(=O)=O (centres undefined),0,-3,7,2,0.4,-5,0,-9,0.2
Cc1ccc(-c2nnc(Nc3ccccc3)c3ccccc23)cc1S(=O)(=O)NCC1CCCO1 (centres undefined),1,3,3,0,0.0,-16,-2,2,2.4
COc1ccc(-c2ccc3c(c2)S(=O)(=O)c2cccc(C(=O)NCc4ccccc4Cl)c2C3=O)cc1OC,0,x,-10,x,0.3,0,x,x,0.5
COc1ccc(C2(CNC(=O)CCC(=O)O)CCCC2)cc1,0,1,0,0,0.2,20,-3,-5,0.0
CCOC(=O)c1nn(-c2sc(C(=O)OC)c(C)c2C(=O)OC)cc1O,-3,-4,12,1,0.0,12,2,-3,1.5
CC(=C\c1ccccc1)/C=C1/SC(=S)N(CCC(=O)O)C1=O,-3,4,1,-2,0.2,8,-3,4,-2.6

mol,PP1 counter,core dimer inh,PREPL inh,CTSL1 counter,Efflux pump inh,ZTA counter,TPT1 inh,EBNA-1 inhibitor,PP5 inh
O=C(Nc1ccccc1N1CCCCC1)c1cccc([N+](=O)[O-])c1,-3,-1,9,-3,0.2,-10,0,-17,0.1
CCc1cccc(N(CC(=O)NCc2ccc(F)cc2)C(=O)c2csnn2)c1,-6,6,-16,1,0.1,3,2,9,-0.2
CCC(=O)N1N=C(c2ccc(Cl)cc2)CC1c1ccco1 (centres undefined),-6,4,-5,0,0.2,-4,0,-4,0.5
COc1cc(C(C)=O)ccc1OCc1cc(C(=O)N(C)CCC2CCCCO2)no1 (centres undefined),-4,-9,16,5,-0.1,-21,-3,0,2.1
COC(=O)c1ccc(C2CC(=O)NC3=C2C(=O)CCC3)cc1 (centres undefined),-1,-2,0,0,0.1,-2,-1,-8,0.5
CCc1ccccc1OCC(=O)N(CC)CC(=O)NCc1ccc(F)cc1,-2,1,-1,0,0.0,-2,-3,2,3.0
O=C(O)CCC(=O)c1cccc2ccccc12,-5,-3,-4,-2,0.0,2,0,-4,2.5
O=C(COC(=O)Cc1ccc(F)cc1)NC1CCCCC1,-2,x,3,x,0.1,2,x,x,0.9
CC(C)CCNC(=O)CN(CCN1CCOCC1)C(=O)Cn1nnc(-c2ccc(F)cc2)n1,-1,1,17,2,0.0,-1,-7,8,0.1
Nc1cc(-c2ccccc2)nn1Cc1ccc(Cl)cc1,-1,6,1,-5,0.0,-21,2,-6,5.2
Cc1cc(Oc2ccccc2)nc(-c2ccccc2O)n1,-2,3,9,-1,-0.1,-6,-2,14,-0.8
CCN(CC)c1c([N+](=O)[O-])c(=O)n(C)c2ccccc12,-2,-1,9,-2,-0.2,3,-4,-2,2.1
COc1ccccc1/C=N/NC(=O)c1ccc(-c2ccccc2)cc1,-3,7,2,0,0.1,-13,-5,-3,4.1
CCC(CCC(=O)Nc1cccc(C(=O)O)c1)C(=O)O (centres undefined),0,-4,6,3,0.0,19,1,8,-1.9
O=C(Nc1cccnc1Cl)c1cccnc1Cl,-8,-5,8,3,0.1,0,5,-8,-1.6
N/C(=N\OS(=O)(=O)c1ccccc1)c1cccnc1,1,-2,0,-4,0.2,11,6,6,2.9
CC(C)C(OC(=O)c1ccc(Cl)nc1)C(=O)NC1CCCCC1 (centres undefined),4,1,3,-4,-0.3,-4,-3,-6,2.6
N#CCCN(Cc1ccccc1)C(=O)c1nccnc1C(=O)O,-3,0,4,-2,0.1,6,-3,-11,-0.1
CCCc1nc(SCc2cccnc2)c2c(=O)n(C)c(=O)n(C)c2n1,4,12,-12,5,0.0,-10,-5,6,1.1
CC(CN1CCOCC1)OC(=O)/C=C/c1ccccc1 (centres undefined),-1,-4,8,5,-0.1,3,-8,17,-1.2

mol,PP1 counter,core dimer inh,PREPL inh,CTSL1 counter,Efflux pump inh,ZTA counter,TPT1 inh,EBNA-1 inhibitor,PP5 inh
CC1CCCN(C(=O)CN(C)S(=O)(=O)c2cccc3nsnc23)C1 (centres undefined),0,-2,-8,1,0.1,-4,3,-4,-2.8
CC(NC(=O)c1ccc(Br)s1)C1CCCO1 (centres undefined),-2,-7,3,1,0.0,4,1,-2,-0.4
CC1CCN(CC(=O)Nc2cc(C(F)(F)F)ccc2Cl)CC1,-1,-14,7,-4,0.5,-10,-3,-3,0.1
O=C(NCC(c1cccs1)N1CCOCC1)c1cc(S(=O)(=O)N2CCOCC2)ccc1F (centres undefined),0,-5,15,2,-0.1,5,2,4,0.3
COc1ccc(OC)c(NC(=O)Cn2c(C)nc3ccccc3c2=O)c1,0,-3,-4,-3,-0.1,-12,-4,1,3.8
CCOc1ccc(OCC)c(S(=O)(=O)N2CCCCC2)c1,0,-9,15,5,-0.1,-17,-10,-5,2.0
O=C(COC(=O)CNS(=O)(=O)/C=C/c1ccccc1)Nc1cccc2ccccc12,0,15,0,-18,0.0,-4,4,23,-0.8
Cc1ccc(-c2cc(C(F)F)n3ncc(C(=O)N4CCCc5ccccc54)c3n2)cc1,-3,3,2,0,-0.1,2,-2,0,1.1
C=CCNCCOCCOc1ccc(C)cc1Br,2,-12,-10,-3,0.7,2,1,2,2.4
CCOC(=O)N1CCN(c2ccncc2S(=O)(=O)N2CCCCC2)CC1,-1,5,3,-1,0.0,12,-2,4,2.1

Looked up one by one from the list above, 2 records:
mol,PP1 counter,core dimer inh,PREPL inh,CTSL1 counter,Efflux pump inh,ZTA counter,TPT1 inh,EBNA-1 inhibitor,PP5 inh
CC1CCCN(C(=O)CN(C)S(=O)(=O)c2cccc3nsnc23)C1 (centres undefined),0,-2,-8,1,0.1,-4,3,-4,-2.8
COc1ccc(OC)c(NC(=O)Cn2c(C)nc3ccccc3c2=O)c1,0,-3,-4,-3,-0.1,-12,-4,1,3.8
